# STEP block – STEP (human) phosphatase inhibition. recombinant STEP, OMFP fluorogenic substrate, fluorescence. inhibition, % at 20 µM. 360,000 compounds, 0.25% hits. AID 588621;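 active = inhibition at 20 µM, scaled per plate between control wells, above about 37%, limit read from the data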;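 also: 0% = DMSO with enzyme and substrate and 100% = substrate only without enzyme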
#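 Test system: STEP tyrosine phosphatase / Reagent: OMFP at 25 µM / Doses: 20 µM, 1% DMSO / Read-out: percent inhibition scaled to no-enzyme and uninhibited-enzyme controls, plate-pattern corrected / Detection: FITC-channel fluorescence of OMFP product / Medium: Bis-Tris buffer pH 6.0, 2.5 mM DTT, 0.005% Tween 20 / Schedule: 20 min at room temperature, dark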
# NadD inh – inhibitors of Staphylococcus aureus NadD; 360,000 compounds, 0.78% hits; inhibition, % at 20 µM; purified NadD enzyme, colorimetric absorbance read-out; in the data active = inhibition above about 26%; also: some compounds past the cut are filed as inactive
# Rpn11 block – inhibitors of human proteasome Rpn11; human 26S proteasome, Ub4-pepOG fluorescence polarization; 20S core pre-blocked with epoxomicin; calls only at 20 µM; O00487; 360,000 compounds, 0.59% hits;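 active = inhibition at 20 µM, scaled to each plate's controls, above about 33%, limit read from the data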
# Target sequence (O00487 whole entry, looked up): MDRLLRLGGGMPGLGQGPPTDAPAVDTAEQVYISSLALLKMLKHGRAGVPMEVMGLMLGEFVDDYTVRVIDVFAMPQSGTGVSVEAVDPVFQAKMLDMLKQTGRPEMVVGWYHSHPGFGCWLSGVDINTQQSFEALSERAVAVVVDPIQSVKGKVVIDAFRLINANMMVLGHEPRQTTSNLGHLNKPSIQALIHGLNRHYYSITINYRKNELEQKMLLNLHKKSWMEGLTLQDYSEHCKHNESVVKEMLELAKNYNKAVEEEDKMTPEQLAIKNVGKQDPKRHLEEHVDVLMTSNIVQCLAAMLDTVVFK
# MLLE-PAM2 inh – blocks PAM2 peptide binding to the PABP1 MLLE domain | 360,000 compounds, 0.36% hits | P11940 | inhibition, % at 20 µM | GST-MLLE / FITC-PAM2 fluorescence polarization; in the data active = inhibition above about 35%, passing the limit was not always enough;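 also: plate controls were DMSO wells with GST-MLLE for no effect and wells lacking GST-MLLE protein for full effect; some results filed as inactive read as strong as hits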
# LMPTP inh – LMPTP (human) inhibition | P24666 | recombinant LMPTP-A, OMFP fluorogenic substrate, fluorescence intensity | inhibition, % at 20 µM | 360,000 compounds, 0.22% hits | AID 651560;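 active = compounds that cut the enzyme signal by at least half of the control window in the single-dose screen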;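 also: plate controls were DMSO wells with enzyme plus substrate for no effect and substrate without enzyme for full effect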
# Target sequence (P24666 whole entry, looked up): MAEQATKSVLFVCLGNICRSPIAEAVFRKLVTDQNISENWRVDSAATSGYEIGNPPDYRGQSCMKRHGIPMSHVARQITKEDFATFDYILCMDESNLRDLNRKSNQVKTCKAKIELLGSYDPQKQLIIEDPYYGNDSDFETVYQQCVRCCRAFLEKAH
#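 Test system: LMPTP-A phosphatase enzyme. Amount: LMPTP-A at 0.625 nM final in the reaction. Reagent: OMFP substrate, 400 µM final. Times: 50 min at room temperature. Signal: endpoint fluorescence intensity from OMFP dephosphorylation. Read-out basis: % inhibition. Benchmarks: no-enzyme and uninhibited controls.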
# CSN deneddyl inh – inhibitors of human CSN-mediated cullin deneddylation | Purified CSN, SCF-Nedd8-OG deneddylation, fluorescence polarization | 360,000 compounds, 0.38% hits | Q92905 | inhibition, % at 12.5 µM | AID 651999;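 active = pattern-corrected inhibition above about 35%, with an unprinted fluorescence ratio check between 0.5 and 1.5, limit read from the data, passing the limit was not always enough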;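 also: 0% = enzyme with substrate and 100% = substrate without enzyme; some results filed as inactive read as strong as hits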
# Target sequence (Q92905 whole entry, looked up, one chain of several): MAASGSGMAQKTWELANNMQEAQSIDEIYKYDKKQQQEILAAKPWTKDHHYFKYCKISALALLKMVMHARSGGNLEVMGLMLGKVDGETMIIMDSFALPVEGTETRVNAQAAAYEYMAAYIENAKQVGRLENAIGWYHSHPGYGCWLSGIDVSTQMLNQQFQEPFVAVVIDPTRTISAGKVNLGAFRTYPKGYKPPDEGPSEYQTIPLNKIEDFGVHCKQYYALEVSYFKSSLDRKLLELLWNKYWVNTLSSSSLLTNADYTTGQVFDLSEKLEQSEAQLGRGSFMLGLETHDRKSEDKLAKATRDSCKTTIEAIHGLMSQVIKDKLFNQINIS
#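 Detection – fluorescence polarization · System – HEK293T-derived human Csn5 enzyme · Controls – substrate-only high control, full reaction low control · Timing – 90 min, room temperature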
# Tb MetRS inh – Trypanosoma brucei MetRS inhibition. 360,000 compounds, 0.4% hits. inhibition, % at 11.9 µM. purified T. brucei MetRS, ATP depletion, Kinase-Glo luminescence;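 active = inhibition above a per-plate cutoff of the control wells' mean inhibition plus 3 SD, cut at about 5.5% in these data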;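 also: 0% = DMSO wells median and 100% = median of wells with control inhibitor compound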
#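 Test system: purified T. brucei MetRS enzyme. Also added: ATP, methionine and E. coli bulk tRNA substrates. Compound: 11.9 µM single point. Schedule: 15 min enzyme-compound preincubation, 2 h reaction, 10 min detection, 25 °C. Signal: luciferase luminescence of residual ATP, Kinase-Glo. Evaluation: percent inhibition versus plate control medians. Controls: DMSO wells, low control.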
# DNMT1 inh – DNMT1 (human) enzyme inhibition. DNMT1 molecular beacon, Hinp1I cleavage, fluorescence. inhibition (reported as % activation of signal), % at 10 µM. 360,000 compounds, 0.83% hits. AID 588458; in the data active = inhibition above about 50%
# SUMO1-SIM PPI – modulators of human SUMO1-mediated protein-protein interactions; P63165; SUMO1 binding to a labelled peptide, TR-FRET, 1 h; inhibition, % at 20 µM; 360,000 compounds, 0.33% hits; in the data active = inhibition above about 37%
# Scp1 inh – blocks human Scp-1 phosphatase activity; Recombinant Scp1, phosphopeptide, malachite green phosphate absorbance; 340,000 compounds, 0.88% hits; inhibition, % at 20 µM; AID 493091;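 active = inhibition above about 50% at 20 µM, limit read from the data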;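 also: plate controls were DMSO wells with enzyme for no effect and wells lacking enzyme for full effect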
# Target sequence (Q9GZU7 76-261 limits assumed): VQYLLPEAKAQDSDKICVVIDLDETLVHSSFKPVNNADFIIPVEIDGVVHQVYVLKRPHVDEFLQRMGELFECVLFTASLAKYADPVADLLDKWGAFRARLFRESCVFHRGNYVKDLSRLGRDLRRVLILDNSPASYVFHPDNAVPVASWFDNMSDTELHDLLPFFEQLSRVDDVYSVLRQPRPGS
#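 assay system = SCP-1 phosphatase catalytic domain, residues 76-261 | buffer or medium = 50 mM Tris acetate pH 5.5, 0.005% Tween-20, 10 mM MgCl2 | incubation = enzyme reaction 45 min at room temperature, colour 5 min, stabilisation 30 min | signal = Phosphate-binding colour reagent, absorbance read at 630 nm | measure = % inhibition at 20 µM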
# An asterisk follows results filed as active; i = inactive; nt = not tested or not shown.
STEP block	mol	NadD inh	Rpn11 block	MLLE-PAM2 inh	LMPTP inh	CSN deneddyl inh	Tb MetRS inh	DNMT1 inh	SUMO1-SIM PPI	Scp1 inh
-1.6	COc1ccc(N2CCN(C(CNS(=O)(=O)c3cc(F)ccc3F)c3cccnc3)CC2)cc1 (stereo not drawn)	-1.9	i	2.3	-0.1	-8.6	0.0	-8.0	3.2	3.2
-1.8	CCOc1ccc(-n2c(=O)c3c4c(sc3n(CC(=O)NCC3CCCO3)c2=O)CCC4)cc1 (stereo not drawn)	-5.2	i	-0.3	-1.0	-1.1	-0.7	0.6	-3.2	-2.7
-0.4	O=CNc1cc(-c2ccc(C(=O)NC3CC3)cc2)cn2c(-c3ccc(F)cc3)cnc12	5.4	i	-33.4	1.4	9.5	0.0	-5.3	-23.0	nt
0.4	Cc1ccc(N2C(=O)C(Cl)=C(NCCO)C2=O)c(C)c1	-0.7	i	4.1	-0.4	1.2	-1.0	0.8	-19.0	-7.8
-2.2	Nc1nc(-c2ccccc2)c(CCCOc2ccc([N+](=O)[O-])cc2)c(=O)[nH]1	-3.7	i	0.5	20.9	10.0	-0.1	12.0	3.5	-1.8
4.2	O=C(CSc1nnc(SCc2ccccc2)s1)N/N=C/c1c[nH]c2ccccc12	-4.8	i	-42.7	12.2	3.1	-0.7	4.0	75.2*	-2.3
1.4	COc1ccc(NC(=S)NC(=O)Cc2ccccc2)cc1	-2.1	i	33.6	0.7	-2.2	-1.2	-0.2	3.2	-11.4
-1.9	COc1ccc(-c2csc(NC(=O)CSCc3c(C)noc3C)n2)cc1OC	-3.3	i	0.5	1.6	2.0	-0.6	-1.9	1.5	9.3
2.6	O=C(c1ccccc1Cl)N1CCN(c2ccccn2)CC1	1.3	i	7.7	0.1	-1.4	-0.3	-4.6	1.0	0.2
2.3	O=C(Cc1ccsc1)Nc1cc(F)ccc1F	-5.8	i	12.5	-1.3	1.2	0.3	2.1	-0.1	-3.4
-0.4	CSCCC(NS(=O)(=O)c1ccccc1)C(=O)OCc1cc(=O)oc2cc(O)ccc12 (stereo not drawn)	-3.5	i	-7.1	0.8	1.5	-0.3	0.3	-9.3	-1.1
1.0	Cn1c(CNc2ccc(Cl)cc2)nnc1SCc1ccccc1	1.3	i	-6.9	-0.3	3.5	-2.1	0.2	-0.1	-6.9
-2.1	C=C1C(=O)OC2C1CCC(C)=C1C(=O)C3OC3(C)C12 (stereo not drawn)	3.6	i	8.7	-0.9	6.1	-1.5	72.2*	4.2	4.1
-0.7	CCOC(=O)c1sc(S(C)=O)c2c1CCc1conc1-2 (stereo not drawn)	0.7	i	4.6	1.1	-4.7	-1.0	-6.5	-23.1	-18.7
0.8	O=C(CCn1cnnn1)Nc1ccc(Cl)cc1Cl	-4.8	i	-7.4	-2.0	-0.1	-0.4	-0.9	0.0	3.5
-1.8	COc1ccc(OCC(=O)Nc2c3c(nn2C(C)(C)C)CS(=O)(=O)C3)cc1	-4.0	i	2.5	-1.2	2.6	-0.2	4.2	-0.2	-2.4
3.0	Cc1c(Nc2nc(-c3ccc(Cl)cc3)cs2)c(=O)n(-c2ccccc2)n1C	-3.4	i	2.1	0.6	-0.3	-0.5	3.1	-9.5	-1.7
-2.1	CN(Cc1ccccc1)C(=O)COC(=O)Cn1cnc2ccccc21	-6.1	i	-1.4	-0.8	-3.7	-0.1	-0.3	-1.5	-5.2
nt	O=C(NCc1ccccc1)C(c1ccc(C(F)(F)F)cc1)N1CCN(CCN2CCOCC2)CC1 (stereo not drawn)	nt	nt	nt	-1.0	0.6	0.0	nt	-3.6	nt
2.7	CCOCCn1ccc2c(OCC(=O)NCCc3ccc(OC)c(OC)c3)cccc2c1=O	-3.4	i	12.1	-0.2	-1.9	-0.1	3.3	2.4	-3.8
0.2	O=C(Nc1ccc(Cl)cn1)c1ccc2c(Cl)c3c(nc2c1)CCC3	-1.8	i	6.5	0.3	-2.4	-0.4	27.3	7.1	4.5
-3.4	COc1ccc(C(C(=O)NC2CCCCC2)N(CC2CCCO2)C(=O)CCCC(=O)Nc2ccccn2)cc1 (stereo not drawn)	-0.8	i	-2.5	-1.7	1.1	-0.9	-0.1	4.2	-5.8
-0.9	CSc1ccccc1C(=O)C1CCCN(C(=O)c2cc(C(C)C)no2)C1 (stereo not drawn)	0.9	i	6.3	0.7	2.9	0.0	0.9	-2.0	-7.5
5.0	O=C(Nc1cccnc1)Nc1ccc(Cl)cc1Cl	0.3	i	-2.1	1.0	-6.5	0.1	12.3	1.2	-6.6
-0.1	N#CCc1nc(CSc2nc3ccccc3o2)cs1	-0.2	i	6.8	-1.1	3.0	-0.4	-10.0	0.7	-2.7

# In the list so far, these have an NH in an aromatic ring.
STEP block	mol	NadD inh	Rpn11 block	MLLE-PAM2 inh	LMPTP inh	CSN deneddyl inh	Tb MetRS inh	DNMT1 inh	SUMO1-SIM PPI	Scp1 inh
-2.2	Nc1nc(-c2ccccc2)c(CCCOc2ccc([N+](=O)[O-])cc2)c(=O)[nH]1	-3.7	i	0.5	20.9	10.0	-0.1	12.0	3.5	-1.8
4.2	O=C(CSc1nnc(SCc2ccccc2)s1)N/N=C/c1c[nH]c2ccccc12	-4.8	i	-42.7	12.2	3.1	-0.7	4.0	75.2*	-2.3

# Continuation.
STEP block	mol	NadD inh	Rpn11 block	MLLE-PAM2 inh	LMPTP inh	CSN deneddyl inh	Tb MetRS inh	DNMT1 inh	SUMO1-SIM PPI	Scp1 inh
-2.5	CCCOc1c(Br)cc(C(=O)OCC(=O)NC(=O)c2cccn2C)cc1OC	-2.5	i	-7.7	-1.2	-4.5	0.1	-0.2	5.4	-3.9
-0.3	O=C(CCc1c[nH]c2ccccc12)NCC1COc2ccccc2O1 (stereo not drawn)	-7.2	i	-5.8	-2.0	3.9	0.5	-4.7	3.4	-5.2
-1.1	COCCN1CCN(C(=O)c2cc(COc3cc(C)ccc3C)on2)CC1	-0.9	i	-13.8	0.0	-0.7	0.3	-5.5	1.8	-15.6
-1.6	CCOc1ccc(-c2nnn(CCC#N)n2)cc1OC	-4.4	i	-3.6	-0.9	-9.8	-0.1	-1.1	-1.2	-2.5
3.2	O=C(CO/N=C/c1ccccc1OC(F)F)NC1CCCC1	-7.7	i	1.9	-0.4	4.2	-1.5	11.4	1.6	-0.9
-0.2	COc1cc(NC(=O)c2cc([N+](=O)[O-])ccc2NC(=O)CNC2CCCCC2C)cc(OC)c1 (stereo not drawn)	8.3	i	-1.6	4.9	6.0	0.5	-7.2	-11.7	-9.7
1.8	O=C(CN1CCN(c2ccccc2F)CC1)c1ccc2cc[nH]c2c1	6.6	i	4.8	67.3*	-1.4	0.5	-18.7	-0.5	2.4
1.3	CC(C)CN(CC(C)C)S(=O)(=O)N1CCC(C(=O)NCCN2CCOCC2)CC1	-0.6	i	0.5	-0.3	-4.7	-0.3	-0.7	0.0	-12.3
-1.1	O=C(CNC(=S)NC(=O)c1cccs1)c1ccccc1	-5.6	i	28.9	-0.2	-2.4	-0.5	-2.6	-0.6	-7.6
-1.8	Cc1nc(C(F)(F)F)ccc1C(=O)N1CCC(C)(C(=O)NS(=O)(=O)C2CC2)C1 (stereo not drawn)	-0.1	i	6.0	-2.3	3.9	-0.4	2.8	1.1	nt
-3.8	O=C1N2c3ccccc3CCc3cccc(c32)C1(O)C(F)(F)F (stereo not drawn)	-2.0	i	-2.0	0.9	-1.4	-0.5	-12.7	0.0	-2.7
-1.1	O=c1[nH]ncc(N/N=C\c2cccnc2)c1Cl	-0.6	i	4.5	-3.3	-4.1	-0.1	1.7	-25.6	-12.6
4.0	O=C(c1cccs1)c1coc2ccc(O)cc12	-5.6	i	5.8	0.8	-2.3	0.1	0.9	-3.4	-3.6
1.0	C/C=C/Cn1c(N(C)Cc2ccccc2)nc2c1c(=O)[nH]c(=O)n2C	-2.1	i	1.9	-1.5	-4.8	0.1	1.5	2.0	-12.2
0.6	Cc1ccc(C(C)NC(=O)c2ccco2)cc1 (stereo not drawn)	-1.4	i	1.4	-0.8	-1.8	-0.9	0.8	1.2	-2.4
3.5	CCc1ccc(NC(=O)c2sc3nc(C)nc(N4CCN(c5ccccn5)CC4)c3c2C)cc1	20.6	i	-1.8	4.1	6.2	0.7	-8.3	-63.8	4.2
1.8	COC(=O)c1ccsc1NC(=O)c1ccco1	-3.5	i	10.3	1.6	-0.8	-0.2	-1.3	0.4	-4.7
1.0	COC(=O)c1c(NC(=O)CN2C(=O)c3ccccc3C2=O)sc(Cc2ccc3c(c2)OCO3)c1C	15.9	i	-0.7	-0.9	2.3	-0.2	-2.3	0.7	-22.7
5.8	COc1ccc(Cc2n[nH]c(=S)n2-c2cc(C)ccc2C)cc1OC	-2.5	i	2.6	-1.6	0.7	-0.5	4.2	0.3	nt
0.6	Cc1[nH]n(-c2ccccc2)c(=O)c1N=Nc1cccc([N+](=O)[O-])c1	-2.9	i	5.5	2.6	-1.8	0.0	-6.0	-18.4	10.5
2.0	C=CCOn1c(=O)c(-c2ccc(OCC)cc2)[n+]([O-])c2ccccc21	-2.3	i	-11.2	1.2	-0.3	-0.7	0.1	-32.9	-21.8
-0.4	Cc1cccc(C(C)C)c1NC(=O)C(C)OC(=O)Cc1n[nH]c(=O)c2ccccc12 (stereo not drawn)	4.6	i	3.1	-1.0	-4.3	-0.2	6.3	2.2	-4.0
7.4	CCN=C(NCC)SC1CC(=O)N(c2ccccc2)C1=O (stereo not drawn)	-5.2	i	-12.6	-1.6	-0.2	-0.2	2.7	1.5	43.6
-2.3	Cc1nnsc1C(=O)N/N=C/c1ccccc1	-6.3	i	7.4	-1.4	-3.8	-0.1	0.5	-11.1	-8.9
-3.8	O=C(N/N=C/c1ccc(O)cc1)/C(=C/c1ccccc1)CCO	0.7	i	1.8	-0.4	2.3	-0.3	1.8	-2.2	0.2

# Ordered by value in Scp1 inh (falling): 3 of the compounds above.
Structure	STEP block	NadD inh	Rpn11 block	MLLE-PAM2 inh	LMPTP inh	CSN deneddyl inh	Tb MetRS inh	DNMT1 inh	SUMO1-SIM PPI	Scp1 inh
Cc1[nH]n(-c2ccccc2)c(=O)c1N=Nc1cccc([N+](=O)[O-])c1	0.6	-2.9	i	5.5	2.6	-1.8	0.0	-6.0	-18.4	10.5
O=C(CO/N=C/c1ccccc1OC(F)F)NC1CCCC1	3.2	-7.7	i	1.9	-0.4	4.2	-1.5	11.4	1.6	-0.9
C/C=C/Cn1c(N(C)Cc2ccccc2)nc2c1c(=O)[nH]c(=O)n2C	1.0	-2.1	i	1.9	-1.5	-4.8	0.1	1.5	2.0	-12.2
